# KB-3-1 tox = kills parental KB-3-1 adenocarcinoma cells; actives 1.4% (n = 400,000); Potency, µM (highest dose often 46.1 µM), without a hit: at the top dose activity change, negative = cytotoxic, actives largely listed as cytotoxic; KB-3-1 viability, CellTiter-Glo ATP luminescence, 72 h; further: potency means the concentration at half of the fitted maximal effect; on the % scale 0 is the no-effect control and ±100 the full control effect; nearly all actives have a fitted effect of over 60% in size
#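 Cytotoxicity measured as CellTiter-Glo luminescence after 72 h at 37 C. Compound titrations were pinned onto drug-naive KB-3-1 parental adenocarcinoma cells grown in DMEM with 10% FBS, and normalized data fitted to concentration-response curves.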
# HT1080 IDH1KD tx = kills HT-1080 cells with IDH1 knockdown; HT-1080 IDH1 knockdown viability, ATP luminescence, 48 h; actives 2% (n = 360,000); Potency, µM (series often up to 46.1 µM), for inactives: at the highest dose activity, negative = toxicity, usual class: cytotoxic; AID 686971;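 further: potency means the concentration at half of the fitted maximal effect; 0% = DMSO wells and -100% = cell-free medium wells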
#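 Assay cells: HT-1080 with IDH1 knockdown, 750 per well, RPMI/5% FBS. Exposure: 48 h at 37 °C following 2 h pre-incubation. Read: CellTiter-Glo luminescence; fitted concentration-response, curve class assigned.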
# HT1080NT lethal = kills 2HG-producing HT-1080-NT fibrosarcoma cells; HT-1080-NT fibrosarcoma viability, CellTiter-Glo ATP luminescence, 48 h; Potency, µM (top dose mostly 46.1 µM), without a hit: top-dose activity, negative = less viability, usual class: cytotoxic; actives 1.6% (n = 360,000); AID 686970;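 further: NT is the 2HG producing partner of a matched IDH1 knockdown line; potency means the concentration at half of the fitted maximal effect; 0% = DMSO-treated cells and -100% = media-only wells without cells; nearly all actives have a fitted effect of over 55% in size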
#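 Luminescent CellTiter-Glo readout after 48 hours of compound exposure at 37 degrees C defined viability of HT-1080-NT cells. Activity was normalized to DMSO wells and cell-free media wells; concentration-response curves were fitted and assigned curve classes.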
# D3 ag = activates the human D3 dopamine receptor. D3R DiscoveRx beta-arrestin cells, luminescence, 90 min. AID 652048. actives 0.58% (n = 410,000). max activation, %. P35462; in the data active means max activation above about 30%; further: 0% is about no effect; mostly tested at two doses, the higher about 12 µM
# Target sequence (P35462 whole entry, looked up): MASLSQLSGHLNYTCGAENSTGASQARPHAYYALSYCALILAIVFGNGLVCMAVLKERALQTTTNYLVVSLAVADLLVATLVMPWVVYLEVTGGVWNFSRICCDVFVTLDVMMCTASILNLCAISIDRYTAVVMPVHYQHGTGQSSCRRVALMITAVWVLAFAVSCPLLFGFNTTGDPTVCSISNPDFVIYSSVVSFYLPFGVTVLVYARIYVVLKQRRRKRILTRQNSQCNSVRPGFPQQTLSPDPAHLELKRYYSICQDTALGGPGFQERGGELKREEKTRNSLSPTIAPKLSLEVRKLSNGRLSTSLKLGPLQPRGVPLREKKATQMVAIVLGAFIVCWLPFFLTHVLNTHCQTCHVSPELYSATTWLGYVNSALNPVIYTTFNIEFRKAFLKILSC
#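 Agonist-mode cell screen: cells plated at 1500/well and incubated overnight at 37 °C, then exposed to library compounds for 90 min at 37 °C. Detection reagent was added for 30–60 min at room temperature, and luminescence was read.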
# IL-1B inflam inh = inflammasome signaling inhibition, IL-1 beta readout; THP-1 LPS/ATP IL-1B secretion, AlphaLISA, 16 h; stronger effect = lower value; activity change, % at 57.5 µM; actives 4.7% (n = 360,000); in the data active means activity change below about -50%; inconclusive means mostly about -30% to -49%; further: on the % scale 0 is the no-effect control and ±100 the full control effect
#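 Secreted IL-1B measured by AlphaLISA bead assay after 16 h compound exposure of THP-1 cells; compounds (final up to 57.5 uM) added 1 h before LPS (250 ng/mL) and ATP (1.25 mM) stimulation; lower signal means less secretion.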
# HEK293 tox = cytotoxicity in counter-screen for GLP-1R inverse agonists. actives 0.13% (n = 410,000). Potency, µM (titrated, usually from 38.3 µM), for the others: at the highest dose activity change, negative = inhibition, usual class: inhibitors. HEK293 cAMP-luciferase reporter cells, luminescence, 24 h;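 further: loss of luciferase light is scored as toxicity; potency means the concentration at half of the fitted maximal effect; on the % scale 0 is the no-effect control and ±100 the full control effect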
#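 Quantitative HTS format, 1536 wells, 200 cells/uL seeded. Compounds: 23 nL, 24 h, 37 °C. Detection: luciferase reagent, luminescence at 12 min RT; decreased signal taken as cytotoxic.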
# MCF10A rereplic = DNA re-replication induction in MCF 10a cells; MCF 10A DNA re-replication, Hoechst nuclear intensity, 48 h; Potency, µM (top dose mostly 46.1 µM), for the others: at the top dose activity, positive = re-replication, most hits filed as activators; actives 2.9% (n = 350,000); AID 624296; further: potency means the concentration at half of the fitted maximal effect; % of control where 0% means no effect; nearly all actives have a fitted effect of over 50% in size
# SW480 rereplic = induces DNA re-replication in SW480 colon adenocarcinoma cells; SW480 DNA re-replication, Hoechst DNA content imaging, 48 h; Potency, µM (top dose mostly 46.1 µM), inactives show top-dose re-replication activation, most hits filed as activators; actives 1.8% (n = 340,000); AID 624297; further: potency means the concentration at half of the fitted maximal effect; % of control where 0% means no effect; nearly all actives have a fitted effect of over 55% in size
#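 Treated cells incubate 48 hr (37 C, 5% CO2), are stained 40 min with Hoechst, and nuclear fluorescence is enumerated; a rise in nuclei with high DNA signal marks re-replication.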
# KB-V1 cytotox = kills drug-selected multidrug resistant KB-V1 cells. KB-V1 MDR cells viability, CellTiter-Glo, 72 h. Potency, µM (top dose mostly 46.1 µM), without a hit: top-dose activity change, negative = cytotoxicity, usual class: cytotoxic. actives 3.4% (n = 400,000); further: potency means the concentration at half of the fitted maximal effect; on the % scale 0 is the no-effect control and ±100 the full control effect; nearly all actives have a fitted effect of over 60% in size
#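 In this primary screen, KB-V1 cells overexpressing P-gp are incubated with library compounds (lowest to highest concentration) for 72 h at 37 degrees C before a luminescent ATP viability read.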
# Numbers without * were called inactive; ? = inconclusive; / = no result given; [ ] = remark or other dose. Unless noted, the call rests on the fitted dose curve; in most records, active means well fitted curve in the direction sought with a large enough effect; inconclusive means small, poorly fitted or top-dose-only effect, or another doubt; inactive means no such curve, though single readings can be large; an effect the other way counts as inactive or inconclusive.
SMILES,KB-3-1 tox,HT1080 IDH1KD tx,HT1080NT lethal,D3 ag,IL-1B inflam inh,HEK293 tox,MCF10A rereplic,SW480 rereplic,KB-V1 cytotox
O=C1CCCN1CC1CCN(Cc2nc(CC3CC3)no2)CC1,-2%,0%,14%,4,24,-4%,-1%,3%,16%
COCCCNC(=O)CC1C[C@H](C(=O)N2CCCCC2)[C@@]2(C)c3[nH]c4ccccc4c3CCN2C1=O (stereo partly specified),0%,7%,1%,-12,14,-4%,-3%,-48%,0%
CCOC(=O)c1c(N)sc(C(O)(C(F)(F)F)C(F)(F)F)c1-c1ccc(Cl)cc1,-19%,?,?,15,-6,-28%,15µM*,?,-28%
CC(=O)Nc1ccc(SCC(=O)Nc2cc(C(C)(C)C)nn2-c2ccccc2)cc1,-27%,1%,2%,-9,0,-5%,7%,6%,14%
O=C(c1ccncc1)N1CCN(c2cccc(C(F)(F)F)c2)CC1,0%,-6%,-5%,-8,-2,4%,7%,-8%,2%
CCC1S/C(=N/N=C/c2ccco2)NC1=O (stereo unspecified),9%,1%,-1%,6,15,11%,5%,-8%,-14%
Cn1nccc1C(=O)OCC(=O)Nc1cccc(Cl)c1,3%,6%,6%,-1,-10,-5%,0%,-5%,0%
Cn1ncc2c(NCCc3ccccc3)nc(Cl)nc21,?,-22%,-10%,-4,-9,15%,10%,-3%,4.6µM*
COc1cc(C2NC(=O)NC(C)=C2C(=O)OCc2ccc(C)cc2)cc(OC)c1O (stereo unspecified),3%,-15%,-1%,11,-9,-12%,7.3µM*,16%,-1%
CCOC(=O)C1CCCN(S(=O)(=O)c2cc(-c3cc(C)no3)ccc2C)C1 (stereo unspecified),5%,/,/,6,/,-7%,/,/,-3%
O=C(NCCCn1ccnc1)c1ccc(-c2cccc(C(F)(F)F)c2)o1,-12%,-20%,-5%,-1,-14,-7%,7%,-1%,-20%
CC(C)c1ccc(NC(=S)Nc2ccc3[nH]c(=O)[nH]c3c2)cc1,3%,7%,6%,0,-2,-22%,1%,-2%,?

# The list goes on; it opens with the three that closed the last part.
SMILES,KB-3-1 tox,HT1080 IDH1KD tx,HT1080NT lethal,D3 ag,IL-1B inflam inh,HEK293 tox,MCF10A rereplic,SW480 rereplic,KB-V1 cytotox
CCOC(=O)C1CCCN(S(=O)(=O)c2cc(-c3cc(C)no3)ccc2C)C1 (stereo unspecified),5%,/,/,6,/,-7%,/,/,-3%
O=C(NCCCn1ccnc1)c1ccc(-c2cccc(C(F)(F)F)c2)o1,-12%,-20%,-5%,-1,-14,-7%,7%,-1%,-20%
CC(C)c1ccc(NC(=S)Nc2ccc3[nH]c(=O)[nH]c3c2)cc1,3%,7%,6%,0,-2,-22%,1%,-2%,?
CCC(C(=O)OCC(=O)Nc1c(C)nn(-c2ccccc2)c1C)c1ccccc1 (stereo unspecified),9%,-2%,0%,0,23,-8%,1%,?,25%
CN1CCN(CCCNC(=O)Nc2ccc([N+](=O)[O-])cc2)CC1,13%,-11%,2%,3,32,1%,4%,-3%,10%
O=C(NNC(=S)NCc1ccccc1)c1ccc(Br)o1,-19%,0%,-5%,-14,32,-10%,5%,-23%,-16%
CN1C[C@@H]2[C@@H]3C(=O)N(Cc4ccccc4)C(=O)[C@@H]3[C@](Cc3ccccc3)(C1=O)N2C(=O)c1ccccc1,7%,-3%,-2%,-21,11,8%,7%,-2%,-8%
COc1ccc2[nH]c(=O)c(CN(C(=O)c3cccnc3)c3ccccc3OC)cc2c1,6%,8%[9.24 µM],-2%,-4,-5,27%,-10%,1%,-3%
Cn1cnc([N+](=O)[O-])c1N=C(N)N,19%,11%,19%,3,11,-25%,0%,-5%,34%
O=C(O)CCC(=O)N1CCc2cc(S(=O)(=O)NC3CCCc4ccccc43)ccc21 (stereo unspecified),3%,-26%,11%[9.24 µM],4,6,-13%,1%,-5%,9%
COc1ccccc1CNc1nc(Nc2ccc(C)cc2C)c2sccc2n1,?,23µM*,21µM*,-4,?,-13%,/,/,?
CS(=O)(=O)c1cccc(C(=O)Oc2ccccc2)c1,5%,2%,1%,-1,-7,16%,0%,3%,-11%
CCOc1ccccc1CN1[C@@H](c2ccc(OC)cc2)CC(C(=O)OC)(C(=O)OC)[C@H]1c1ccccc1,?,-5%,5%,0,-13,-12%,/,/,?
O=C(Nc1cccc(Cl)c1)N1CCc2ccccc2C1,-10%,-7%,0%,-17,-19,-9%,-4%,-4%,-13%
O=C(CSc1nnc(C23CC4CC(CC(C4)C2)C3)o1)Nc1ccc(N2CCOCC2)c(Cl)c1,3%,?,15%,-21,18,5%,4%,?,?
Cc1ccn2c(CNCCn3nc(C)cc3C)c(C(=O)N3CCCCCC3)nc2c1,8%,-2%,-2%,-19,7,-5%,2%,-3%,-6%
COc1cccc(CNC(=O)COC(=O)c2cc([N+](=O)[O-])ccc2N2CCCC2)c1,-1%,-7%,-3%,-2,?,?,2%,-9%,7.3µM*
Cc1cccc(N2CCN(C(=O)CCn3c(=S)[nH]c4cc5c(cc4c3=O)OCO5)CC2C)c1 (stereo unspecified),5%,1%,-8%,19,0,-2%,?,1%,10µM*
O=C(COc1ccccc1F)NNC(=O)Cc1ccc(S(=O)(=O)N2CCOCC2)s1,1%,6%,4%,4,23,-6%,1%,13%,26%
CC(=O)Nc1ccc(C(=O)NC(C)c2ccc(-n3ccnc3)cc2)cc1 (stereo unspecified),/,11%,0%,2,13,13%,20%,-6%,/
COc1ccc(CCNC(=O)c2c(C)nn(-c3ccc(F)cc3)c2-n2cccc2)c(OC)c1OC,?,/,/,8,/,-12%,/,/,12µM*
O=C(NCc1cccc(C(F)(F)F)c1)c1cc(Cl)cc(Cl)c1,-9%,0%,-2%,-9,-7,6%,-16%,0%,0%
COc1ccc(S(=O)(=O)N2CCCCC2)cc1NC(=O)c1ccc2c(c1)OCO2,-6%,-2%,-4%,-1,0,10%,-7%,/,-26%
Cc1cccc(C(=O)NCCC(=O)Nc2nc(C)c(Cc3ccc4c(c3)OCO4)s2)c1,0%,11%,23%,6,-1,13%,-11%,3%,0%
CCc1nc(SCC(N)=O)c2c(=O)n(C)c(=O)n(C)c2n1,1%,0%,-9%,-1,-1,8%,-5%,-6%,-3%
O=C1CCCN1CCCNS(=O)(=O)c1ccc(F)c(F)c1,7%,11%,19%,3,6,-30%,-2%,-11%,?
CN(C)C(CNC(=O)c1ccc(NS(=O)(=O)c2ccc(F)cc2)cc1)c1ccco1 (stereo unspecified),-3%,-2%,-3%,-6,-1,-16%,15%,?,-18%
Cc1ccc(NC(=S)N2CCC(c3nc4ccccc4s3)CC2)cc1C,-10%,-29%[9.24 µM],?,0,-65*,-2%,-2%,-5%,0%
O=S(=O)(c1ccccc1)N1CCN(S(=O)(=O)N2CCCCC2)CC1,-9%,13%,2%,-9,5,42%[activator],5%,12%,-2%
Cc1ccc(NC(=O)CCC(=O)c2ccc(Br)cc2)cc1,0%,0%,2%,-8,-11,4%,0%,-22%,-6%
Cc1ccc(-n2c(SCC(N)=O)nnc2-c2ccccn2)cc1C,0%,3%,-2%,0,10,55%[activator],?,-3%[9.22 µM],14%
CC(C(=O)N1c2ccccc2CCc2ccccc21)n1nnc(-c2ccc(N(C)C)cc2)n1 (stereo unspecified),2%,-4%,1%,-1,-20,59%[activator],-9%,2%,-13%
COc1ccc(NC(=O)CC2SC(=NCC3CCCO3)NC2=O)cc1 (stereo unspecified),4%,1%,-2%,-1,11,5%,5%,22%,15%
COc1ccc([C@H]2N[C@]3(CCCN(Cc4ccc(C)cc4)C3=O)[C@H]3C(=O)N(Cc4ccccc4)C(=O)[C@@H]23)cc1,-14%,-12%,10%,-1,-13,-2%,/,/,?
COC(=O)c1ccc(NC(=O)c2ccc3c(c2)OCO3)cc1,-9%,-30%,-26%,1,-3,-10%,21%,-1%,-3%
CCCN(CCC)S(=O)(=O)c1ccc(N2CCCC2=O)c([N+](=O)[O-])c1,5%,5%,9%,0,2,5%,1%,-5%,21µM*
O=C1CCCC(=O)N1CCCCCCN1C(=O)CCCC1=O,1%,5%,6%,-2,24,4%,/,/,1%
Cc1ccc(S(=O)(=O)NC(=NC2CCCCC2)c2ccccc2)cc1,0%,-6%,-14%,-1,-15,8%,8%,7%,-11%
CCN1CCc2c(C#N)c(N3CCCCC3)nc(NCc3ccccc3)c2C1,?,?,?,-6,-24,3%,?,?,?

# A different layout for some results above.
# Values in the order – KB-3-1 tox, HT1080 IDH1KD tx, HT1080NT lethal, D3 ag, IL-1B inflam inh, HEK293 tox, MCF10A rereplic, SW480 rereplic, KB-V1 cytotox
CCCN(CCC)S(=O)(=O)c1ccc(N2CCCC2=O)c([N+](=O)[O-])c1
  5%, 5%, 9%, 0, 2, 5%, 1%, -5%, 21µM*
O=C1CCCC(=O)N1CCCCCCN1C(=O)CCCC1=O
  1%, 5%, 6%, -2, 24, 4%, /, /, 1%
Cc1ccc(S(=O)(=O)NC(=NC2CCCCC2)c2ccccc2)cc1
  0%, -6%, -14%, -1, -15, 8%, 8%, 7%, -11%
CCN1CCc2c(C#N)c(N3CCCCC3)nc(NCc3ccccc3)c2C1
  ?, ?, ?, -6, -24, 3%, ?, ?, ?

# Compound activity (PubChem BioAssay)
